OPRM1-OPRD1 ag: agonists of OPRM1-OPRD1 heterodimerization, primary screen, cell-based, luminescence. Mu-type opioid receptor (Homo sapiens) + Delta-type opioid receptor (Homo sapiens), …. cells. activation, % at 9.3 µM. 340,000 tested, 0.3% active; in the data active means activation above about 18%;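 further: 0% = vehicle-treated cells and 100% = reference agonist; values of inactives mirror those of a sister screen read the other way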
PKA-R1A activ: activators of PKA-R1A holoenzyme, primary screen, biochemical, fluorescence polarization, Cy5-IP20, bovine R1A, mouse PKAc; cAMP-dependent protein kinase type I-alpha regulatory subunit (Bos taurus) + …; PKA-R1A dissociation; scaled: DMSO 0%, 113 µM cGMP 100%; 340,000 tested, 0.083% active; activation, % at 11.4 µM;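 active means percent activation above the mean of all tested compounds plus 3 SD, cut at about 19% in these data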;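 further: higher means more PKAc released from R1A so a rise in polarization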
HTR5A ag: HTR5A agonists in luminescence cell assay, primary screen, counter-screen for OPRM1-OPRD1 heterodimer agonist project, full-deck HTS. 340,000 tested, 0.61% active. activation, % at 9.3 µM. cell-based. 5-hydroxytryptamine receptor 5A (Homo sapiens), P47898; in the data active means activation mostly above about 9.5%, no sharp cut-off; inactive means mostly below about 7.6%;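 further: 0% = cells with vehicle only and 100% = reference agonist; strong numbers were not always called active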
SUMO Mot1 rescue: yeast Mot1-301 growth rescue at high temperature, primary screen, SUMOylation pathway inhibitor project, S. cerevisiae, ATP luminescence, 38.5C | growth rescue, % at 18.8 µM | AID 2716, 2010 | S. cerevisiae Mot1-301 growth rescue; percent above DMSO median, 100 means doubled | 320,000 tested, 1% active;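 active means every valid replicate shows activation above 250% relative to neutral control wells; inactive means the rest, any valid replicate at or below 250%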;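 further: OY570 slx delta 5 strain wells were the positive control but not used for scaling; some compounds called inactive have numbers as strong as hits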
OPRM1-OPRD1 inv: inverse agonists of MOR-DOR heterodimerization, primary screen, cell-based, luminescence; cell-based MOR-DOR heterodimer luminescence, inverse agonism; inhibition, % at 9.3 µM; 340,000 tested, 0.21% active; AID 504357, 2011; in the data active means inhibition above about 22%, passing the limit was not always enough;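 further: 0% = cells with DMSO and 100% = wells without cells with DMSO; values of inactives mirror those of a sister screen read the other way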
PfHsp90 set2: growth inhibition of PfHsp90-expressing yeast, primary screen, antimalarial PfHsp90 inhibitor project, S. cerevisiae, BacTiter-Glo luminescence, single point, set 2. BacTiter-Glo ATP, 48 h; yeast lacking PDR1 and PDR3 efflux regulators. inhibition, % at 9.4 µM. 310,000 tested, 0.32% active. AID 504621, 2011;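 active means every replicate shows inhibition above about 80%, whatever the replicate mean, limit read from the data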;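 further: 0% = DMSO neutral controls and 100% = 20 µM radicicol positive controls; yeast relying on Plasmodium falciparum Hsp90 in place of its own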
AddAB inh: growth inhibition of E. coli expressing H. pylori AddAB, primary screen, AddAB inhibitor project, absorbance; 330,000 tested, 0.29% active; AID 435030, 2010; inhibition, % at 11.9 µM; in the data active means inhibition above about 12%;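 further: 0% = vehicle wells of infected cells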
Pemphigus Ab inh: inhibitors of pemphigus antibody binding to DSG3, primary screen, biochemical, bead-based, flow cytometry, scFv-GFP. Desmoglein-3 (Homo sapiens), P32926. 310,000 tested, 0.48% active. DSG3-coupled beads, scFv-anti-DSG3-GFP binding; hits give low values. AID 588358, 2011. binding (percent of control), % at 10 µM;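 active means binding more than 3 SD below its plate's average and above zero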;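 further: hits lower antibody fragment binding to DSG3; some compounds called inactive have numbers as strong as hits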
Target sequence (P32926 whole entry, looked up, the tested form may be a part): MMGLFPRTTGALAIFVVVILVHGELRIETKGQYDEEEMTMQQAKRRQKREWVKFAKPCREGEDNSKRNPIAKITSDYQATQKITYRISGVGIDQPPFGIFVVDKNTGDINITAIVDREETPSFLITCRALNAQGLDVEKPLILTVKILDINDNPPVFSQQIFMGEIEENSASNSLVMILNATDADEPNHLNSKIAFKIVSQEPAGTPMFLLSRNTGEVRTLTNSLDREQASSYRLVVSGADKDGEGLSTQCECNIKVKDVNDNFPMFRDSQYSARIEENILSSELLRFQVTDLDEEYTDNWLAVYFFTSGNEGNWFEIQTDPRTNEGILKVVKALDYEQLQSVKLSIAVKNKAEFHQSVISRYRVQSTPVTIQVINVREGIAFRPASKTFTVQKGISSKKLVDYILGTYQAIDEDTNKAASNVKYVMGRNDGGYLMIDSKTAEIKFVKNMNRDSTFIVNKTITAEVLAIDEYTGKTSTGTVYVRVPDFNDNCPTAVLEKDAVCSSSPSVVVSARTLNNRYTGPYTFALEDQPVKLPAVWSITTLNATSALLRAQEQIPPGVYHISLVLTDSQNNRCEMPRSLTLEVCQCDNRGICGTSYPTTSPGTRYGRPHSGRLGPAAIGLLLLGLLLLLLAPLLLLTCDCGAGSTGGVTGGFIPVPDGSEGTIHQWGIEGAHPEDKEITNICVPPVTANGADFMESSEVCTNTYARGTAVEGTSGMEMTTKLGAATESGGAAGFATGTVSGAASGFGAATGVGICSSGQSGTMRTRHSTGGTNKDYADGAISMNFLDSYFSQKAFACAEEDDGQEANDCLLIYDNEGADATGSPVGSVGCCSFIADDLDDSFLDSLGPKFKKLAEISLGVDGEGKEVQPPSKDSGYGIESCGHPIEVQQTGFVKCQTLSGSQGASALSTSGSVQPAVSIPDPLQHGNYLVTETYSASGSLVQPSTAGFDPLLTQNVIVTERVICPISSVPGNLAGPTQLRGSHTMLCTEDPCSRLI
phage Ecoli inh: growth loss of phage-infected E. coli, primary screen, RecBCD inhibitor project, absorbance, with phage, HTS | inhibition, % at 11.9 µM | 360,000 tested, 0.26% active | AID 651602, 2012; in the data active means inhibition above about 11%
HTR5A inv ag: HTR5A inverse agonists in luminescence cell assay, primary screen, counter-screen for OPRM1-OPRD1 heterodimer inverse agonist project, full-deck HTS; HTR5A cell line, inverse agonism; 5-hydroxytryptamine receptor 5A (Homo sapiens), P47898; inhibition, % at 9.3 µM; 340,000 tested, 0.083% active; in the data active means inhibition mostly above about 23%, no sharp cut-off; inactive means mostly below about 18%;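 further: 0% = cells with DMSO and 100% = no-cell wells with DMSO; some compounds called inactive have numbers as strong as hits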
E coli growth: E. coli V3065 growth inhibition, primary screen, counter-screen for AddAB inhibitor project, absorbance, OD600 | AID 449728, 2010 | 18 h | inhibition, % at 11.9 µM | 330,000 tested, 0.27% active;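 active means inhibition above the campaign's mean inhibition across all tested compounds plus 3 SD, cut at about 9.9% in these data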;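 further: uninfected addAB+ strain grown without phage in ampicillin broth; 0% = DMSO wells and 100% = ciprofloxacin 0.95 µg/ml wells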
Numbers without * were called inactive; x = no result given.

Fields – OPRM1-OPRD1 ag, PKA-R1A activ, HTR5A ag, SUMO Mot1 rescue, OPRM1-OPRD1 inv, PfHsp90 set2, AddAB inh, Pemphigus Ab inh, phage Ecoli inh, HTR5A inv ag, E coli growth
1) CCN(CC)c1ccc(/C=N/n2nnnc2N)c(O)c1
→ -5.8, -7, 7, 7, 26, x, 2.3, 110, 1.4, -2, 0.8
2) COc1ccc(NC(=O)CCn2cccc2)cc1
→ -1.5, -10, 2, 22, 7, 10, 0.6, 102, 3.0, -5, 1.0
3) COc1ccccc1C(=O)N(Cc1ccc(C)o1)C1CCS(=O)(=O)C1 (configuration not stated)
→ -3.6, -4, -6, -9, 15, 48, 5.9, 105, 2.0, 16, -0.9
4) Cc1ccc(C(=O)c2coc3cc([N+](=O)[O-])c(O)c([N+](=O)[O-])c23)cc1
→ 0.1, 2, -4, 46, 0, 9, 2.4, 20*, 3.6, 12, 0.1
5) CC(C)Cc1cc(C(=O)NCc2cccs2)no1
→ 2.1, -1, 4, -15, -12, -8, 1.9, 112, 3.2, -45, 2.2
6) Cc1ccc(-n2cc(CN3CCC(O)(c4ccccn4)CC3)c(-c3ccc(F)cc3)n2)cc1
→ 4.1, 5, 0, -9, -23, 11, -0.6, 101, 3.0, 0, -1.8
7) Cc1cc(C(F)F)n2nc(C(=O)Nc3cccnc3Cl)nc2n1
→ -2.7, 2, 5, -17, 15, 1, 0.5, 107, 1.7, -14, 0.2
8) O=[N+]([O-])c1ccc(N2CCCC2)nc1N1CCCC1
→ -2.7, -4, -4, 25, 14, 15, 0.1, 95, 1.0, -36, -2.6
9) COc1ccc(-c2csc(N(CCCN(C)C)C(=O)c3ccc(C)cc3)n2)cc1
→ 1.6, -11, -2, -4, -8, -11, 1.3, 117, -1.8, -22, -1.2
10) Cn1c(=S)c2[nH]c(SCCN)nc2n(C)c1=O
→ -2.2, 6, -1, x, 12, x, x, 93, -0.5, 5, x

Two entries picked at random from the list so far, as already listed:
Fields – OPRM1-OPRD1 ag, PKA-R1A activ, HTR5A ag, SUMO Mot1 rescue, OPRM1-OPRD1 inv, PfHsp90 set2, AddAB inh, Pemphigus Ab inh, phage Ecoli inh, HTR5A inv ag, E coli growth
1) CCN(CC)c1ccc(/C=N/n2nnnc2N)c(O)c1
→ -5.8, -7, 7, 7, 26, x, 2.3, 110, 1.4, -2, 0.8
9) COc1ccc(-c2csc(N(CCCN(C)C)C(=O)c3ccc(C)cc3)n2)cc1
→ 1.6, -11, -2, -4, -8, -11, 1.3, 117, -1.8, -22, -1.2

Going on with the list.
Fields – OPRM1-OPRD1 ag, PKA-R1A activ, HTR5A ag, SUMO Mot1 rescue, OPRM1-OPRD1 inv, PfHsp90 set2, AddAB inh, Pemphigus Ab inh, phage Ecoli inh, HTR5A inv ag, E coli growth
11) O=C(Nc1cc(Cl)ccc1N1CCOCC1)c1cccnc1
→ -2.5, 2, 3, 20, 13, -24, 1.2, 101, -0.6, 10, 0.6
12) O=C(CN(C1CCCCC1)S(=O)(=O)c1ccc(Cl)cc1)NCc1ccncc1
→ -2.4, -5, -3, -21, 14, 14, 2.1, 99, 2.6, 10, 0.7
13) CCc1nnc(NC(=O)C2CCCN2S(=O)(=O)c2ccc(F)cc2)s1 (configuration not stated)
→ -3.0, -14, 12, -1, 18, -48, 4.8, x, 0.4, -31, 0.5
14) COC(=O)C1=C(C)N=C2SC(C)C(=O)N2C1c1cccc(F)c1 (configuration not stated)
→ -1.5, -4, -1, -3, 8, -20, -0.7, 105, 0.6, 4, -0.8
15) O=C1CCCc2oc3c(c21)CCCC3
→ 2.6, 4, 0, -19, -17, 18, 1.4, 94, 0.8, 0, -1.3
16) CCOC(=O)c1ccc(CC(=O)c2oc3cc(O)ccc3c2C)o1
→ -5.9, -8, -1, 21, 34*, -6, 0.1, 101, 3.0, -9, -0.9
17) Cc1cc([N+](=O)[O-])nn1CC(=O)N/N=C/c1ccc(O)cc1O
→ 0.8, 8, 7, -6, -4, -5, 0.3, 103, 3.5, -5, 1.6
18) O=C1NCCN(Cc2cccc(Oc3ccccc3)c2)C1CC(=O)N1CCCCC1 (configuration not stated)
→ -3.4, 3, -2, -6, 11, 2, 3.8, 104, 3.3, 31, 2.6
19) CCCNC(=O)CSc1nc(COc2ccccc2)nc2ccccc12
→ -4.2, -5, 0, -3, 22, 9, 2.9, 104, 0.9, 1, 0.1
20) CCOc1ccc(NC(=O)Cn2nnc(C(=O)NCCc3ccc(OC)c(OC)c3)c2N)cc1
→ 0.6, -2, 0, 12, -3, -41, -3.7, 107, 1.5, 1, 0.4
21) O=C(Nn1c(-c2ccccc2)nc2ccccc2c1=O)c1ccco1
→ -0.2, 5, 0, 4, 1, 10, 0.9, 97, 2.7, 1, 1.9
22) C[N+](C)(C)CCN1C(=O)CSC1=O
→ -3.0, 5, 4, 203, 16, 26, -1.6, 92, 2.6, 3, 0.1
23) Cc1ccccc1C(=O)O/N=C(\N)c1ccncc1
→ 4.5, -8, -4, 1, -32, 9, 6.2, 86, 2.8, 10, -0.8
24) OCC1(CO)CCCC(CO)(CO)C1O
→ -2.5, 1, -1, x, 12, -13, x, 95, -0.5, 3, x
25) CC(CC(=O)Nc1cc(C(F)(F)F)ccc1Cl)c1ccccc1 (configuration not stated)
→ 7.1, -1, 3, 4, -39, 10, 0.1, 97, 3.6, -12, 1.8
26) CN(C)CCN(C(=O)/C=C/c1cccs1)c1nc2c(F)cc(F)cc2s1
→ 13, -9, 3, 175, -85, -27, -1.2, 106, 1.8, -32, 0.0
27) CC1=NN(C(=O)c2csc(C)c2)C(O)(C(F)(F)F)C1 (configuration not stated)
→ 0.1, 9, -4, -15, 0, -16, 1.4, 103, 1.3, -4, -2.8
28) Cc1ccc(S(=O)(=O)N2CCC(C(=O)Nc3ccccc3N3CCCC3)CC2)cc1C
→ 0.1, 0, 3, 5, 0, x, -1.5, 103, 3.3, -4, -1.5
29) Clc1nc(Cl)nc(NCCC2=CCCCC2)n1
→ -0.6, -4, -2, -23, 3, x, 1.3, 127, 3.5, -21, -3.0
30) CC(=O)Oc1ccc(-c2csc(Nc3cccc(C)n3)n2)cc1
→ 3.4, -15, 0, 3, -16, -12, -1.8, 103, 0.9, 2, -1.5
31) CCN(CC)CCCNc1oc(/C=C/c2ccccc2)nc1C#N
→ x, x, x, 6, x, x, 6.0, 112, 2.1, x, 2.8
32) Oc1c(C(c2cccs2)N2CCN(c3cccc(Cl)c3)CC2)sc2ncnn12 (configuration not stated)
→ 0.1, 1, 18*, -10, -1, 2, -2.3, 99, 3.3, 6, -2.3
33) CC(=O)N1CC2(C)CN(C(C)=O)CC(C)(C1)C2O (configuration not stated)
→ -2.3, -13, 5, -4, 12, -4, 1.1, 100, 0.9, -11, -0.1
34) C=CCc1cc(Cl)ccc1OCCCNC(C)CC (configuration not stated)
→ 4.5, -1, 0, 8, -26, 7, 2.5, 99, 4.2, -1, -1.0
35) O=C(NC(Cc1ccccc1)C(=O)N1CCCC1C(=O)O)c1ccccc1 (configuration not stated)
→ -1.9, 9, -2, 7, 11, 17, -0.6, 110, 3.4, 7, 1.5
36) c1ccc2c(OCCCN3CCCCCC3)cccc2c1
→ -1.7, -11, 1, 223, 8, -1, 2.5, 107, 2.5, -4, -0.2
37) CCN(CC)CCNC(=O)Cn1cnc2sc(C)c(S(=O)(=O)N3CC(C)CC(C)C3)c2c1=O (configuration not stated)
→ 1.8, 4, -3, -1, -14, -3, 0.2, 105, -0.6, -17, -0.9
38) Cn1c(=O)n(CCc2ccccc2)c(=O)c2c1nc1n2CCCN1c1ccccc1
→ -3.8, 0, -2, 298, 21, -7, -0.8, 104, 0.5, -16, 4.0
39) Cn1cc(CN2CCN(c3cnccn3)CC2)c(-c2cccc(Cl)c2)n1
→ -2.1, -7, -1, 67, 12, 11, 5.4, 97, 1.9, 2, -2.1
40) Cc1ccnc(N/C=C(\C#N)c2nc(-c3cccc(Br)c3)cs2)c1
→ 1.7, -4, 4, 20, -10, 5, 0.2, 135, -4.3, -8, 0.2
41) CC1CN(C(=O)c2cccs2)CCN1C(=O)c1cccs1 (configuration not stated)
→ -1.9, -8, 2, -10, 11, 5, -1.0, 98, 5.1, -21, -3.6
42) COc1ccccc1CNC(=O)CCNS(=O)(=O)/C=C/c1ccc(C)cc1
→ -0.3, -14, 3, -2, 1, 15, 1.7, 101, 0.9, -8, 1.2
43) O=C1C(Cl)=C(NCCc2ccccc2)C(=O)c2ccccc21
→ 9.6, -9, 2, x, -47, 116*, x, x, 4.0, -7, x
44) O=C(NCC(c1ccco1)N1CCCCC1)c1cccc(S(=O)(=O)Nc2ccc(F)cc2)c1 (configuration not stated)
→ 0.2, -7, 2, x, -1, 8, x, 102, 0.4, -29, x
45) CC(C)N(C(=O)COC(=O)[C@H](C)NC(N)=O)c1ccccc1
→ -2.0, -7, -2, -6, 9, -3, 0.4, x, 0.2, 5, -0.2
46) CC(C)C(C(=O)NCC1CCCO1)N(Cc1ccco1)C(=O)CNS(=O)(=O)c1ccccc1 (configuration not stated)
→ -2.6, 5, 4, 1, 11, 19, 3.8, x, 2.1, -11, -1.3
47) Cc1ccc(C)c(NC(=O)C2CCCN(S(=O)(=O)c3ccc4[nH]c(=O)ccc4c3)C2)c1 (configuration not stated)
→ -1.7, -6, -5, -9, 8, -8, 7.2, 108, 1.2, 12, 0.0
48) COc1ccc(/C=C/C(=O)c2ccc(O)cc2)cc1CN1CCOCC1
→ -1.7, -5, 9, -4, 9, -13, 5.1, x, 1.8, 20, -0.2
49) Cn1nccc1NS(=O)(=O)c1ccc(F)cc1
→ -3.5, -7, 3, 15, 18, 11, 0.9, 110, 2.2, -14, 0.1
50) N#Cc1ccc(CSc2ccc(S(=O)(=O)N3CCCCCC3)cn2)cc1
→ -0.1, -4, 0, x, 1, -9, x, 99, 1.6, -3, x
51) Cn1c(/N=C/c2ccccc2[N+](=O)[O-])nc2ccccc21
→ -1.0, -6, -1, 18, 5, -5, 3.1, 119, 2.0, 4, 1.6

Assay outcomes as filed in PubChem BioAssay.
